pCIP destab: p/CIP-EGFP fusion destabilizers, primary screen, fluorescence, F442A cells | AID 1984, 2009 | 16 h | 0.01% of 290,000 active | Q05BA5 | decrease of EGFP signal, % at 10 µM;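 active = EGFP signal decrease of at least 30% at 10 µM or well 3 SD below plate mean, unless failing retest; inactive = the rest, including hits failing retest or dose response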; note: some compounds called inactive have numbers as strong as hits; many of its hits are not listed in these tables
IMP-1 inhibitor: IMP-1 metallo-beta-lactamase inhibitors, primary screen, biochemical, epi-absorbance readout, Pseudomonas aeruginosa enzyme; metallo-beta-lactamase IMP-1 (Pseudomonas aeruginosa); purified IMP-1, nitrocefin hydrolysis, epi-absorbance fluorescence; inhibition, % at 5.6 µM; 0.45% of 290,000 active; AID 1556, 2009;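 active = inhibition above the mean plus 3 SD of all compounds in the same screening run, cut at about 4.5% in these data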;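 note: 0% = IMP-1 with DMSO and 100% = DMSO wells lacking enzyme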
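System: Purified recombinant IMP-1 metallo-beta-lactamase enzyme | Measured by: Fluorescence quenching readout, ex 480/em 530 nm | Replication: Singlicate | Incubation: 15 min preincubation plus 25 min reaction at 25 °C | Evaluation: Percent inhibition from optical density relative to buffer-blank wells | Benchmarks: DMSO with and without IMP-1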
IDE cell activ: human IDE activators in live cells, primary screen, fluorescence polarization, HEK cells, FAbeta-B substrate. Insulin-degrading enzyme (Homo sapiens), P14735. FAbeta-B cleavage; 0% vehicle, 100% cell-free pure enzyme wells. activation, % at 5.96 µM. 0.073% of 340,000 active;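 active = activation above the mean of all tested compounds plus 3 SD, set per screening campaign, cut at about 17% in these data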
IDE inh: human IDE inhibitors in live cells, primary screen, fluorescence polarization, HEK cells, FAbetaB substrate | Insulin-degrading enzyme (Homo sapiens), P14735 | FAbetaB cleavage | inhibition, % at 5.59 µM | 0.41% of 320,000 active | AID 434962, 2010;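 active = percent inhibition above the average of all tested compounds plus 3 SD, set per screening campaign, cut at about 16% in these data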;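 note: IDE supplied by intact live HEK cells; FP after avidin binding of uncleaved biotin substrate so inhibition keeps polarization high; 0% = DMSO wells and 100% = 60 µM reference IDE inhibitor Ii1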
SUMO HTRF inh: inhibitors of in vitro SUMOylation cascade, primary screen, biochemical, HTRF, uHTS. AID 2006, 2009. 0.36% of 290,000 active. inhibition, % at 35 µM. SUMO-conjugating enzyme UBC9 (Homo sapiens), P63279. HTRF SUMOylation assay, SAE1/SAE2 + UBC9; in the data active = inhibition above about 50%, passing the limit was not always enough; inconclusive = no clear call, values can overlap the other calls; note: strong numbers were not always called active
Target sequence (P63279 whole entry, looked up): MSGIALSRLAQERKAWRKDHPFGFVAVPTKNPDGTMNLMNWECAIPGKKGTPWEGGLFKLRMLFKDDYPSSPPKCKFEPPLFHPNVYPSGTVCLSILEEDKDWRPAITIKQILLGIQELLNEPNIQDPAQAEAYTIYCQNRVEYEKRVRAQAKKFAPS
CRFR2-BP antag: antagonists of CRF-BP/CRF-R2 complex, primary screen, cell-based, HEK293, calcium dye fluorescence, uHTS; CRF-induced calcium fluorescence; inhibition, % at 11.8 µM; 0.59% of 350,000 active; AID 588475, 2011;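 active = inhibition of the ligand-induced calcium signal above about 50% at the single tested concentration, limit read from the data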
GalR3 antagonist: GalR3 antagonists in HEK293 cells, primary screen, cell-based, fluorescence readout; AID 651719, 2012; inhibition, % at 3 µM; Galanin receptor type 3 (Homo sapiens), O60755; HEK293 GalR3-CNG cAMP membrane potential fluorescence; galR3 body fused to GalR1 C-terminus; 0.44% of 360,000 active;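 active = inhibition above the screen-wide average plus 3 SD, cut at about 13% in these data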;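 note: forskolin and galanin both at EC90 stimulate the cells; cAMP rise reported by CNG channel membrane potential dye signal; 0% = forskolin plus galanin with DMSO and 100% = forskolin alone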
Target sequence (O60755 1-299 limits assumed): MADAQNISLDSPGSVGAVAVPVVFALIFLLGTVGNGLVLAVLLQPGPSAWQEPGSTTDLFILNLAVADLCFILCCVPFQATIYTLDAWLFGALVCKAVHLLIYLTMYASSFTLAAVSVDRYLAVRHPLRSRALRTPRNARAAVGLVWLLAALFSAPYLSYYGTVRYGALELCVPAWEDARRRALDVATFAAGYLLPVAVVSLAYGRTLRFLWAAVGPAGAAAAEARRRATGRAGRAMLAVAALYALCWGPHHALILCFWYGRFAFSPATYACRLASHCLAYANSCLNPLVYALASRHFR
VIM-2 inhibitor: VIM-2 metallo-beta-lactamase inhibitors, primary screen, biochemical, epi-absorbance readout, Pseudomonas aeruginosa enzyme; purified VIM-2, nitrocefin hydrolysis, epi-absorbance fluorescence; inhibition, % at 5.6 µM; 0.89% of 290,000 active;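 active = inhibition above the mean of all tested compounds plus 3 SD, cutoff set per screening run, cut at about 7.5% in these data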;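 note: red hydrolysis product quenches plate fluorescence so inhibitors raise well fluorescence; 0% = enzyme with DMSO and 100% = DMSO without enzyme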
HCV NS3 hel inh: inhibitors of HCV NS3 helicase, primary screen, biochemical, Cy5 molecular beacon fluorescence. Hepatitis C virus NS3 helicase. NS3 helicase DNA unwinding. inhibition, % at 10.9 µM. 0.56% of 290,000 active. AID 1800, 2009;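 active = inhibition above the mean of all tested compounds plus 3 SD, set per campaign, cut at about 35% in these data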;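 note: 0% = DMSO wells and 100% = thioflavine S control wells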
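Test system: hepatitis C virus NS3 helicase domain fragment enzyme. Also added: annealed dual-labelled DNA beacon duplex, ATP-started. Timing: 60 min unwinding reaction at 25 °C after ATP addition. Technique: Cy5 fluorescence. Measure: % inhibition of unwinding.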
* marks the source's active call; other numbers are inactive results.

What do the screens show for `Cc1nnc(-c2ccc(N3CCCCCC3)c([N+](=O)[O-])c2)o1`?
pCIP destab: 2; IMP-1 inhibitor: -2.9; IDE cell activ: -1; IDE inh: -3; SUMO HTRF inh: 13; CRFR2-BP antag: 9; GalR3 antagonist: 5; VIM-2 inhibitor: -2.1; HCV NS3 hel inh: -4

What do the screens show for `CSC1=C(C#N)C(CC(C)C)C(C(C)=O)=C(C)N1` (stereo not drawn)?
pCIP destab: -8; IMP-1 inhibitor: -1.5; IDE cell activ: -1; IDE inh: -2; SUMO HTRF inh: 13; CRFR2-BP antag: -3; GalR3 antagonist: 1; VIM-2 inhibitor: -2.5; HCV NS3 hel inh: 10

What do the screens show for `Cn1c(N)c(C(=O)CSc2nc3ccccc3n2-c2ccccc2)c(=O)n(C)c1=O`?
pCIP destab: 8; IDE cell activ: -2; IDE inh: 0; SUMO HTRF inh: -2; CRFR2-BP antag: -16; GalR3 antagonist: -4

How did Cc1cccc(N2CCN(C(=O)COc3ccc4c(c3)CCC4)CC2)c1C do in these assays?
pCIP destab: 1; IMP-1 inhibitor: -1.2; IDE cell activ: -3; IDE inh: 9; SUMO HTRF inh: -10; CRFR2-BP antag: -11; GalR3 antagonist: -3; VIM-2 inhibitor: -0.3; HCV NS3 hel inh: -24

How did CC(C)(C)NC(=O)NC(=O)COC(=O)c1nc(-c2ccccc2)n(-c2cccc(C(F)(F)F)c2)n1 do in these assays?
pCIP destab: 9; IMP-1 inhibitor: -3.2; IDE cell activ: -4; IDE inh: 4; SUMO HTRF inh: -20; CRFR2-BP antag: -1; GalR3 antagonist: -3; VIM-2 inhibitor: -2.0; HCV NS3 hel inh: 2

What do the screens show for `COc1cccc(OCc2nnc(SCc3cc(=O)[nH]c4ccccc34)o2)c1`?
pCIP destab: -4; IMP-1 inhibitor: -1.0; IDE cell activ: 2; IDE inh: 2; SUMO HTRF inh: 14; CRFR2-BP antag: -23; GalR3 antagonist: -8; VIM-2 inhibitor: -6.2; HCV NS3 hel inh: -4

What do the screens show for `Cc1onc(NC(=O)NC(=O)c2c(Cl)cccc2Cl)c1Br`?
pCIP destab: 14; IMP-1 inhibitor: 1.2; IDE cell activ: 2; IDE inh: -3; SUMO HTRF inh: 2; CRFR2-BP antag: -13; GalR3 antagonist: 4; VIM-2 inhibitor: -0.3; HCV NS3 hel inh: -1

Results for CC1(c2ccc(Cl)cc2)NC(=O)N(CC(=O)Nc2ccc(N3CCCCC3)cc2)C1=O (stereo not drawn) ?
IDE cell activ: 8; IDE inh: 0; CRFR2-BP antag: 5; GalR3 antagonist: 3

Results for COc1cccc(-n2c(=S)sc3c(=O)n(-c4ccccc4OC)c(SCC4OCCO4)nc32)c1 ?
pCIP destab: 2; IMP-1 inhibitor: -2.2; IDE cell activ: 3; IDE inh: 2; SUMO HTRF inh: 3; CRFR2-BP antag: -4; GalR3 antagonist: -1; VIM-2 inhibitor: -1.9; HCV NS3 hel inh: 4

What do the screens show for `O=C(CC1C(=O)NCCN1C/C=C/c1ccccc1)NCCCC1CCCC1` (stereo not drawn)?
pCIP destab: 3; IMP-1 inhibitor: -3.3; IDE cell activ: 4; IDE inh: -3; SUMO HTRF inh: -21; CRFR2-BP antag: -1; GalR3 antagonist: -9; VIM-2 inhibitor: -3.2; HCV NS3 hel inh: -3

Results for Cc1c(NC(=O)Cn2nc(C(=O)O)c3ccccc3c2=O)c(=O)n(-c2ccccc2)n1C ?
pCIP destab: -10; IMP-1 inhibitor: -2.0; IDE cell activ: 7; IDE inh: 1; SUMO HTRF inh: 2; CRFR2-BP antag: 1; GalR3 antagonist: -2; VIM-2 inhibitor: -3.2; HCV NS3 hel inh: 0

What do the screens show for `COc1ccc(OCC(=O)OCC(=O)N2CC(=O)Nc3ccccc32)cc1`?
pCIP destab: -8; IMP-1 inhibitor: -2.5; IDE cell activ: 8; IDE inh: 0; SUMO HTRF inh: 10; CRFR2-BP antag: 18; GalR3 antagonist: 7; VIM-2 inhibitor: -1.5; HCV NS3 hel inh: -15

Results for COCCCNC(=O)c1cc2c(=O)n3cccc(C)c3nc2s1 ?
pCIP destab: -2; IMP-1 inhibitor: -4.2; IDE cell activ: 4; IDE inh: 5; SUMO HTRF inh: 23; CRFR2-BP antag: 3; GalR3 antagonist: -8; VIM-2 inhibitor: 18*; HCV NS3 hel inh: -9

What do the screens show for `C/C(=N\NC(=O)OC(C)(C)C)c1ccc[nH]1`?
pCIP destab: 13; IMP-1 inhibitor: -1.1; IDE cell activ: -3; IDE inh: -3; SUMO HTRF inh: -10; CRFR2-BP antag: 2; GalR3 antagonist: 0; VIM-2 inhibitor: -0.8; HCV NS3 hel inh: 4

Results for CS(=O)(=O)Nc1ccc(OCc2ccccc2)cc1 ?
pCIP destab: -2; IMP-1 inhibitor: -4.7; IDE cell activ: 3; IDE inh: 2; SUMO HTRF inh: 7; CRFR2-BP antag: 5; GalR3 antagonist: -7; VIM-2 inhibitor: -2.2; HCV NS3 hel inh: 1

Results for Cc1ccc(C(=O)CCNc2ccc(Cl)cc2)o1 ?
pCIP destab: -2; IMP-1 inhibitor: -0.4; IDE cell activ: -3; IDE inh: -12; SUMO HTRF inh: -13; CRFR2-BP antag: 38; GalR3 antagonist: -3; VIM-2 inhibitor: -3.5; HCV NS3 hel inh: -9

What do the screens show for `Cc1c(C(=O)O)c(C(=O)O)c2n1CCS2`?
pCIP destab: -3; IMP-1 inhibitor: -3.9; IDE cell activ: 1; IDE inh: 6; SUMO HTRF inh: 18; CRFR2-BP antag: 4; GalR3 antagonist: -3; VIM-2 inhibitor: -1.3; HCV NS3 hel inh: -3

How did O=S(=O)(c1ccc(Br)c2ccccc12)N1CCCC1 do in these assays?
pCIP destab: -2; IMP-1 inhibitor: -2.6; IDE cell activ: 4; IDE inh: -1; SUMO HTRF inh: -8; CRFR2-BP antag: -6; GalR3 antagonist: -11; VIM-2 inhibitor: -1.6; HCV NS3 hel inh: -2

Results for Cc1ccc(C(=O)N/C(=C/c2cccs2)C(=O)N2CCCCC2)cc1 ?
pCIP destab: 12; IMP-1 inhibitor: -1.8; IDE cell activ: 3; IDE inh: 3; SUMO HTRF inh: 12; CRFR2-BP antag: -16; GalR3 antagonist: -5; VIM-2 inhibitor: -2.5; HCV NS3 hel inh: -1

Results for c1ccn(-c2ccc(-c3ccn[nH]3)cc2)c1 ?
pCIP destab: 3; IMP-1 inhibitor: -2.0; IDE cell activ: 1; IDE inh: 3; SUMO HTRF inh: inconclusive; CRFR2-BP antag: -6; GalR3 antagonist: -12; VIM-2 inhibitor: -1.9; HCV NS3 hel inh: -14

What do the screens show for `O=C(Nc1ccc2c(c1)OCCO2)c1c(F)c(F)c(F)c(F)c1F`?
pCIP destab: 1; IMP-1 inhibitor: 0.8; IDE cell activ: 0; IDE inh: 11; SUMO HTRF inh: 5; CRFR2-BP antag: 7; GalR3 antagonist: -1; VIM-2 inhibitor: -1.8; HCV NS3 hel inh: -4

Results for CCOC(=O)c1cc(-c2ccc(OC)cc2)nc2c1c(C)nn2CCC#N ?
pCIP destab: -10; IMP-1 inhibitor: -0.1; IDE cell activ: 7; IDE inh: 4; SUMO HTRF inh: 19; CRFR2-BP antag: 25; GalR3 antagonist: -6; VIM-2 inhibitor: 2.2; HCV NS3 hel inh: 3

How did CC1=CC(C)[C@H](/C=N/n2c(=O)[nH]c3c([nH]c4ccc(C)cc43)c2=O)C(C)C1 (stereo partly drawn) do in these assays?
pCIP destab: 1; IMP-1 inhibitor: -2.8; IDE cell activ: 2; IDE inh: 4; SUMO HTRF inh: -3; CRFR2-BP antag: -2; GalR3 antagonist: 5; VIM-2 inhibitor: -2.0; HCV NS3 hel inh: 25

Results for CCOc1cc(C(=O)Nc2cc(F)ccc2C)ccc1OCC(=O)N1CCOCC1 ?
IDE cell activ: -5; IDE inh: -3; CRFR2-BP antag: 5; GalR3 antagonist: 2

Results for O=C(NCC(F)(F)F)N1CCOCC1 ?
pCIP destab: 15; IMP-1 inhibitor: -4.5; IDE cell activ: 2; IDE inh: -1; SUMO HTRF inh: 3; CRFR2-BP antag: 10; GalR3 antagonist: 5; VIM-2 inhibitor: -4.0; HCV NS3 hel inh: 0

What do the screens show for `COc1ccc(/C(O)=C2\C(=O)C(=O)N(c3cc(C)on3)C2c2ccccc2OC)cc1C` (stereo not drawn)?
pCIP destab: -4; IMP-1 inhibitor: -3.7; IDE cell activ: 2; IDE inh: 7; SUMO HTRF inh: 23; CRFR2-BP antag: -4; GalR3 antagonist: 0; VIM-2 inhibitor: -1.8; HCV NS3 hel inh: 13

Results for COc1cc(OC)cc(C(=O)N[C@H](C(=O)OCC(=O)c2ccc(F)cc2)C(C)C)c1 ?
pCIP destab: -31; IMP-1 inhibitor: -5.2; IDE cell activ: 3; IDE inh: -2; SUMO HTRF inh: 12; CRFR2-BP antag: 1; GalR3 antagonist: -4; VIM-2 inhibitor: -7.3; HCV NS3 hel inh: 0

Results for COc1cccc(C(=O)OC(C)CN2CCCC2)c1 (stereo not drawn) ?
pCIP destab: 11; IMP-1 inhibitor: -4.8; IDE cell activ: -2; IDE inh: 2; SUMO HTRF inh: 7; CRFR2-BP antag: 5; GalR3 antagonist: -1; VIM-2 inhibitor: -1.2; HCV NS3 hel inh: -1

What do the screens show for `CCC(=O)Nc1nnc(SCc2ccccc2F)s1`?
pCIP destab: 0; IMP-1 inhibitor: -1.6; IDE cell activ: 3; IDE inh: 3; SUMO HTRF inh: 8; CRFR2-BP antag: 1; GalR3 antagonist: 0; VIM-2 inhibitor: -1.4; HCV NS3 hel inh: 5

How did O=C(Cc1nc(-c2ccc([N+](=O)[O-])cc2)cs1)Nc1ccccc1 do in these assays?
pCIP destab: -37; IMP-1 inhibitor: -1.5; IDE cell activ: -6; IDE inh: 2; SUMO HTRF inh: 16; CRFR2-BP antag: 18; GalR3 antagonist: -1; VIM-2 inhibitor: -1.2; HCV NS3 hel inh: -2

What do the screens show for `Cc1cc(C)cc(N(C(C)C(=O)Nc2c(C)n(C)n(-c3ccccc3)c2=O)S(C)(=O)=O)c1` (stereo not drawn)?
pCIP destab: -1; IMP-1 inhibitor: 0.6; IDE cell activ: 4; IDE inh: -3; SUMO HTRF inh: 22; CRFR2-BP antag: 7; GalR3 antagonist: -6; VIM-2 inhibitor: -4.4; HCV NS3 hel inh: -3

Results for Oc1c(C=NCc2ccccc2)sc2ccccc12 ?
pCIP destab: -3; IMP-1 inhibitor: -2.6; IDE cell activ: -3; IDE inh: 9; SUMO HTRF inh: 3; CRFR2-BP antag: -5; GalR3 antagonist: -9; VIM-2 inhibitor: 2.8; HCV NS3 hel inh: 19
